BRCT PPI green: blocks human BRCA1 BRCT binding to phosphopeptide, green readout; P38398; BRCA1 BRCT-phosphopeptide binding, green fluorescence polarization; Potency, µM (doses to about 76.9 µM), for the others: at the highest dose activity change, negative = inhibition, most hits filed as inhibitors; 75,000 compounds, 0.05% hits; AID 875;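 note: potency is the fitted concentration of half-maximal effect; plate controls were peptide without protein for full effect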
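Compounds were incubated for 12 min at room temperature with a complex of 100 nM fluorescein-tagged pBACH1 decapeptide and 250 nM His-tagged BRCT protein. Buffer was phosphate pH 7.3 with EDTA, DTT and Tween 20. Disruption of binding lowers the polarization signal.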
CRE-bla Fsk: modulators of forskolin-stimulated CRE signaling in CHO cells; CHO CRE-bla reporter (cAMP response element driving beta-lactamase), forskolin EC10, beta-lactamase ratio; Potency, µM (top dose mostly 38.2 µM), without a hit: at the top dose activity change, negative = inhibition, usual class: activators; 71,000 compounds, 2.5% hits; active = well fitted activation curve with a large enough effect in the signal ratio, with a control signal flat, not every such curve was filed as active; inconclusive = small, poorly fitted or top-dose-only effect, or effect the other way, or a change in a side signal; the % refers to the signal ratio; note: potency is the fitted concentration of half-maximal effect; % of control where 0% means no effect
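CHO CRE-bla cells, overnight plating in Opti-MEM with 0.5% dialyzed FBS; cpd titration + EC10 NKH 477, 3 h 37 °C; CCF4 2 h RT; ex 405/em 460 vs 530 ratio → %Activity, AC50.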
4MU fluor: 4-MU region autofluorescence; 59,000 compounds, 11% hits; compound autofluorescence, 340/450 nm, 4-MU equivalents; hits give high values; max dye-equivalent concentration, M; in the data active = max dye-equivalent concentration above about 10 nM; inconclusive = mostly about 1.1 nM to 9.6 nM
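Compounds in 100 mM Tris, pH 8.0, incubated 15 min at room temperature, then fluorescence read at 340 nm excitation/450 nm emission. Signal converted to 4-MU dye-equivalent concentration using an on-plate six-point 4-MU standard curve.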
Pol III holo inh: inhibitors of bacterial DNA polymerase III holoenzyme; reconstituted DNA polymerase III holoenzyme replication, biochemical; Potency, µM (highest dose often 57.1 µM), for the others: at the highest dose activity change, negative = inhibition; 71,000 compounds, 0.25% hits; note: potency is the fitted concentration of half-maximal effect; % is set by controls: 0 for no effect and ±100 for the full control effect
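Reconstituted *E. coli* holoenzyme (0.35 nM Pol III, 1 nM beta, 154 nM SSB, 2 nM primase) was preincubated with compound for 15 min at RT. Synthesis on 1.4 nM ssM13Gori ran 35 min, then was stopped with PicoGreen/EDTA and read as dsDNA fluorescence.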
A350 autofl: compounds fluorescent in Alexa 350 spectral region; Compound autofluorescence, 340/450 nm, Alexa 350 dye-equivalents; hits give high values; max dye-equivalent concentration, M; 59,000 compounds, 11% hits; in the data active = max dye-equivalent concentration above about 10 nM; inconclusive = mostly about 1.1 nM to 9.6 nM
Epigenetic mod: epigenetic modulators derepressing GFP locus in mouse cells; mouse C127i GFP locus derepression, cytometry, 30 h; Potency, µM (highest dose often 46.1 µM), without a hit: at the top dose GFP derepression (activation); 68,000 compounds, 0.09% hits; note: % of control where 0% means no effect
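Derepression screen: silenced CMV-GFP reporter in murine C127i cells, 30 h compound incubation at 37 C, washed cells imaged by laser-scanning cytometer to enumerate GFP-expressing objects of 20 to 120 um.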
BRCT PPI red: inhibitors of human BRCA1 BRCT-phosphoprotein interaction (red fluorophore); P38398; BRCT-phosphopeptide binding, red fluorescence polarization; Potency, µM (doses to about 76.9 µM), inactives show at the top dose activity change, negative = inhibition, hits mostly inhibitors; 75,000 compounds, 0.03% hits; AID 892; note: % is set by controls: 0 for no effect and ±100 for the full control effect
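Rhodamine-labelled pBACH1 10-mer (100 nM) bound to BRCT domain (100 nM) at pH 7.3; compounds incubated 12 min room temperature, polarization read. Free peptide defines full inhibition; unlabelled decapeptide titrated as control.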
15-hLO inh: blocks human 15-lipoxygenase activity; AID 887; Potency, µM (series often up to 57.1 µM), without a hit: at the highest dose activity change, negative = inhibition, actives largely listed as inhibitors; P16050; 74,000 compounds, 1.4% hits; purified 15hLO-1, xylenol orange hydroperoxide absorbance; note: potency is the fitted concentration of half-maximal effect; % is set by controls: 0 for no effect and ±100 for the full control effect; nearly all actives have a fitted effect of over 55% in size
Target sequence (P16050 whole entry, looked up): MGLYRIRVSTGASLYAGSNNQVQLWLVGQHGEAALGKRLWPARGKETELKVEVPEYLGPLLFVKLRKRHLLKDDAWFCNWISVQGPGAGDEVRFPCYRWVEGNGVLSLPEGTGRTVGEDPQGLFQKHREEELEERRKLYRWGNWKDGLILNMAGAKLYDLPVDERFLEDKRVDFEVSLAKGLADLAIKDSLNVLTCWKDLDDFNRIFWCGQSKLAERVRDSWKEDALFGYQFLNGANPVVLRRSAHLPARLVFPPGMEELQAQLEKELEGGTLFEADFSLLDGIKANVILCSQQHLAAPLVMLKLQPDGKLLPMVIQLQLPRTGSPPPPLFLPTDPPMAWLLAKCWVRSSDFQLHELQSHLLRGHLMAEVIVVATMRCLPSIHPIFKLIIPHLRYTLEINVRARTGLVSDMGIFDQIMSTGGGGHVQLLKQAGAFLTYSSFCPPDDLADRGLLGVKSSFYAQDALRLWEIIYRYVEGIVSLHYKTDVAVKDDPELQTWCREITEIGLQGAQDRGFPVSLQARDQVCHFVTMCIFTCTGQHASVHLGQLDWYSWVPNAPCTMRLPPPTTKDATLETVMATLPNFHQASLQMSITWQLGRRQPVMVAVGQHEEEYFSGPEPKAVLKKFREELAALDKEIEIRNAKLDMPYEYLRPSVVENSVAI
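Readout: Fe(III)-xylenol orange absorbance, 573-to-405 nm ratio as reaction progress. Enzyme 40 nM purified human 15hLO-1, substrate 50 uM arachidonic acid, 6 min RT after 15 min compound preincubation; Hepes pH 7.5 buffer with Triton X-100.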
Hsp90 Hop PPI: changes Hsp90-Hop TPR2A binding signal, up or down; Potency, µM (highest dose often 57 µM), without a hit: top-dose activity change, negative = inhibition; AlphaScreen TPR2A-His6 binding biotin-Hsp90 C-terminal peptide; 71,000 compounds, 0.44% hits; AID 595; active = well fitted curve in either direction with a large enough effect; inconclusive = small, poorly fitted or top-dose-only effect, or another doubt; note: potency is the fitted concentration of half-maximal effect; % is set by controls: 0 for no effect and ±100 for the full control effect; many of its hits are not listed in these tables
UbGFP stabilizer: proteasome inhibitors stabilizing ubiquitin-GFP reporter. Ubiquitin-GFP reporter cells, proteasome inhibition, GFP fluorescence; response scale: untreated = 0%, 10 µM MG-132 = 100%. Potency, µM (series often up to 45.9 µM), inactives show at the top dose activation (GFP accumulation), most hits filed as activators. 67,000 tested, under 10 active. AID 526; active = well fitted activation curve with a large enough effect, not every such curve was filed as active; inconclusive = small, poorly fitted or top-dose-only effect, or another doubt; inactive = no such curve, though single readings can be large or run the other way; note: potency is the fitted concentration of half-maximal effect
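U2OS cells stably expressing ubiquitin(G76V)-GFP, seeded overnight in 0.5% FBS medium, were exposed to compounds (qHTS, 46 uM to 2.9 nM) for 4 hr at 37 °C. GFP-positive cells were counted by laser cytometry (488 ex/515 em), normalized between basal and 10 uM MG-132.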
HBB splicing: modulators of hemoglobin beta chain splicing. HBB splicing reporter cell assay, activation; EGFP reporter with mutant IVS2-654 intron; response scale: normalised to 500 nM splice-correcting PNA. 65,000 compounds, 0.06% hits. Potency, µM (titrated, usually from 46.1 µM), without a hit: top-dose activation, hits mostly activators. AID 925; note: potency is the fitted concentration of half-maximal effect; 0% is about no effect
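HeLa cells stably expressing EGFP interrupted by mutant beta-globin intron 2 (IVS2-654), 500/well in 2% FCS. Treated with compound for 2 days at 37C. Splicing correction scored as total well GFP intensity (488 nm excitation, 500-520 nm emission); 500 nM antisense PNA served as control.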
Numbers without * were called inactive; i = inactive; ? = inconclusive; / = no result given; [ ] = another dose, or the depositor's remark. Unless noted, calls come from the whole dose curve; as a rule, active = well fitted curve in the direction sought with a large enough effect; inconclusive = small, poorly fitted or top-dose-only effect, or another doubt; inactive = no such curve, though single readings can be large; an effect the other way counts as inactive or inconclusive.

Compound	BRCT PPI green	CRE-bla Fsk	4MU fluor	Pol III holo inh	A350 autofl	Epigenetic mod	BRCT PPI red	15-hLO inh	Hsp90 Hop PPI	UbGFP stabilizer	HBB splicing
CC(=O)N1CCCc2cc(S(=O)(=O)NC(C(=O)NCc3ccc(C)cc3)C(C)C)ccc21 (configuration not stated)	-2.2%	-12%	i	-6%	i	-4%	-2.4%	-3%	-2%	20%	0.8%
CCc1ccc(-c2nc(CN3CCC(C(=O)NCc4ccc(F)cc4)CC3)c(C)o2)cc1	-0.6%	?	i	-3%	i	-2%	-3.5%	-4%	-4%	-7%	8.7%[1.84 µM]
Cc1ccc(-c2nnc(SCC#N)n2N)cc1	-5.8%	?	?	0%	?	1%	0.0%	5%	-2%	-2%	-4.4%
CCOC(=O)c1ccc(NC(=O)C(CC)CC)cc1	-3.1%	0%	/	-6%	/	-2%	0.3%	-2%	3%	9%	-5.9%
CCN(CC)C(=O)Sc1cccc2cccnc12	-0.6%	7%	i	9%	i	1%	-0.8%	9%	-3%	0%	0.1%[57.5 µM]
COc1cccc(CNC(=O)c2ccc(NC(=O)C3CCCO3)cc2)c1 (configuration not stated)	-0.9%	-3%	i	-3%	i	0%	-1.9%	5%	-2%	5%	-3.1%
COCCn1cc(C(=O)c2ccccc2OCC(=O)Nc2cc(C)on2)cc(C#N)c1=O	1.3%	?	1.4e-08M*	-4%	?	2%	0.1%	1%	0%	1%	2.7%[1.84 µM]
CN(C)CCCN1C(=O)c2oc3ccc(F)cc3c(=O)c2C1c1cccnc1 (configuration not stated)	-1.0%	-5%	/	3%	/	/	0.3%	1%	-3%	2%	0.2%
COc1ccc(CNS(=O)(=O)c2ccc(C3CNC(=O)C3)cc2)cc1 (configuration not stated)	0.0%	3%	i	-1%	i	0%	-0.5%	3%	-3%	-3%	-0.4%
O=C(CCN1CCOCC1)Nc1ccc(F)cc1F	-0.8%[15.4 µM]	?	i	-11%[11.4 µM]	i	0%[9.22 µM]	1.6%[15.4 µM]	-2%[11.4 µM]	6%[11 µM]	-3%[9.17 µM]	1.9%[9.22 µM]
CCOC(=O)N1CCN(c2c(N3CCOCC3)c(=O)c2=O)CC1	-1.7%	1%	/	3%	/	/	-0.5%	-6%	-5%[2.3 µM]	-11%	-1.0%
O=C(Nc1nc2ccccc2s1)C1CCCO1 (configuration not stated)	-3.0%	-10%	i	?	i	-2%	-0.6%	2%	-1%	-6%	-0.3%[57.5 µM]
COc1ccc(-n2nc(C(=O)NCC(=O)NCc3ccco3)c3ccccc3c2=O)cc1Cl	-2.3%	?	?	-5%	?	2%	-0.5%	-4%	-4%	1%	-3.4%
O=C(Nc1nccs1)c1ccc(S(=O)(=O)NCC2CCCCC2)cc1	-3.0%	7%	i	-5%	i	0%	-4.8%	-17%	1%	-2%	/
Cn1c(=O)[nH]c(=O)c2c1nc(SCC(=O)O)n2CCc1ccccc1	-0.7%	-4%	i	-4%	i	-2%	-0.3%	6.3µM*	-2%	/	0.8%[0.369 µM]
CCN(CC)S(=O)(=O)c1ccc(NC2c3ccccc3C(=O)N2CCN2CCOCC2)cc1 (configuration not stated)	-2.5%	0%	/	2%	/	0%	-1.6%	-1%	-1%	13%	-0.7%
C=CCn1c(CCC(=O)O)ccc1-c1ccc(OC)cc1	7.3%	-7%	5.8e-08M*	-4%	5.7e-08M*	-1%	-1.0%	13µM*	-3%	-2%	0.1%
C=CCSC1=N/C(=C\c2ccc3c(c2)OCO3)C(=O)S1	-1.7%	-1%	/	4%	/	0%	0.2%	-22%	18%	-13%	-1.1%
Cc1cn([C@H]2C[C@H](N=[N+]=[N-])[C@H](CO)O2)c(=O)[nH]c1=O	-0.6%[15.4 µM]	9%[7.6 µM]	?	-6%[11.4 µM]	?	3%[9.22 µM]	-0.7%[15.4 µM]	-2%[11.4 µM]	-1%[11 µM]	3%[9.17 µM]	2.7%[9.22 µM]
CCc1nnc(NC(=O)COC(=O)CN2C(=O)c3ccccc3C2=O)s1	-1.5%	-6%	i	2%	i	-1%	-0.7%	5%	4%	11%	-0.4%
Cc1ccc2ccccc2c1[N+](=O)[O-]	-0.8%	2%	/	0%	/	/	1.9%	0%	1%	/	-0.2%
O=C(CN(Cc1ccccc1)S(=O)(=O)c1ccccc1)NC1CC1	0.3%	-6%[7.6 µM]	/	-4%[11.4 µM]	/	-2%	1.5%	2%[11.4 µM]	-4%[11 µM]	9%[9.17 µM]	0.6%[0.0738 µM]
O=C(O)c1nn(-c2ccc(Cl)cc2)c2c1C(=O)c1ccccc1C2=O	-2.1%[15.4 µM]	?	i	-4%[11.4 µM]	i	4%[9.22 µM]	1.7%[15.4 µM]	-1%[11.4 µM]	-16%[11 µM]	1%[9.17 µM]	-1.8%[9.22 µM]
O=c1cnc2cncnc2n1Cc1ccccc1Cl	-2.6%	?	i	5%	i	3%[9.22 µM]	0.9%	-1%	-5%	4%	6.5%
NC(=O)C1CC=CCC1C(=O)OCC(Cl)=C(Cl)Cl (configuration not stated)	-2.5%	-10%	/	-2%	/	0%	0.8%	-11%	-4%	2%	0.1%[9.22 µM]

Later entries.
Compound	BRCT PPI green	CRE-bla Fsk	4MU fluor	Pol III holo inh	A350 autofl	Epigenetic mod	BRCT PPI red	15-hLO inh	Hsp90 Hop PPI	UbGFP stabilizer	HBB splicing
COc1ccccc1CN(Cc1cc2cc(C)cc(C)c2[nH]c1=O)Cc1nnnn1CC1CCCO1 (configuration not stated)	-0.3%	2%	?	-3%	?	1%	-0.4%	-17%	-1%	1%	-0.1%[57.5 µM]
CCOCCOC(=O)C(C)Sc1n[nH]c(=O)[nH]c1=O (configuration not stated)	-1.0%	-2%	/	-2%	/	-4%	-0.4%	-15%	-4%	20%	-1.2%
COCCNC(=O)c1c[nH]c2ccc(S(=O)(=O)N3CCC4(CC3)OCCO4)cc2c1=O	2.4%	-19%	?	-6%	?	-2%	-0.7%	6%	2%	-3%	-0.3%
CCn1nc(NC(=O)c2ccncc2)c2cc3ccc(C)cc3nc21	-7.5%	13µM*	6.6e-08M*	-5%	8.5e-08M*	0%	1.0%	-4%	0%	/	1.5%[0.369 µM]
O=C(Nc1cccc(F)c1)C1CCN(c2nnnn2-c2ccccc2)CC1	-0.7%	?	i	-2%	i	2%	-0.8%	-22%	58%	-5%	1.7%[57.5 µM]
Cc1ccc(C)c(Cn2c(=O)n(CCCC(=O)NCc3ccco3)c(=O)c3ccccc32)c1	-7.1%	?	i	-1%	i	-2%	0.3%	-10%	-10%	3%	-1.4%
CCN1CCN(CC(=O)n2c3c(c4ccccc42)CC(C)CC3)CC1 (configuration not stated)	-1.1%	-2%	i	-1%	i	3%	-0.4%	?	-12%	-4%	-0.9%
Cc1ccccc1NS(=O)(=O)c1cccc(-c2nnc(-c3ccccc3)o2)c1	2.7%	16%	/	-3%	/	4%	2.9%	?	5%	-11%	-0.7%[9.22 µM]
Cn1c(C(=O)N2CCCCCC2)cc2c(=O)n(C)c3ccccc3c21	7.7%	?	/	-6%	/	/	-0.4%	-14%	-3%[2.3 µM]	9%	-1.3%
COC(=O)C(C#N)c1nc2ccccc2nc1N1CCN(Cc2ccc3c(c2)OCO3)CC1 (configuration not stated)	-8.6%	-17%	i	-4%	i	?	0.1%	5%	-5%	7%	5.6%
COC(=O)Nc1ccc(S(=O)(=O)N(C)CC(F)(F)C(F)F)cc1	2.6%	12%	i	5%	i	-3%	0.0%	3%	?	3%	-2.2%
COc1ccc(C(c2nnnn2Cc2ccc(F)cc2)N2CCN(c3ccccc3)CC2)cc1 (configuration not stated)	0.3%	?	i	-5%	i	1%	-0.5%	-5%	-8%	5%	-1.3%
COc1ccc(Nc2nc(N)nc(C(F)(F)F)n2)c(OC)c1	-2.2%	13µM*	i	-14%	i	0%	-0.3%	8%	-5%	3%	-1.7%
CCCCN(CCCC)CCC(O)c1cc2c(Cl)cc(Cl)cc2c2cc(C(F)(F)F)ccc12 (configuration not stated)	0.1%[34.4 µM]	-1%[17.1 µM]	i	-6%[25.6 µM]	i	0%[20.6 µM]	-0.4%[34.4 µM]	-8%[25.6 µM]	-2%[26 µM]	5%[20.5 µM]	-1.0%[20.6 µM]
Cc1ccccc1C(=O)c1cccn1CC(=O)N1CCCCCC1	-2.2%	11%	i	0%	i	1%	-0.3%	-8%	-2%	?	-3.1%
